# Screens (PubChem)
# Growth percent in the NCI-60 one-dose screen (48 h, 10 µM unless noted): 100 = growth as untreated, 0 = no growth, -100 = all killed.
# DU-145: DU-145 prostate cancer; 81,000 tested, 4.2% active; AID 1794760
# OVCAR-4: OVCAR-4 ovarian cancer cells | 80,000 tested, 3.7% active
# OVCAR-3: OVCAR-3 ovarian cancer. 79,000 tested, 7% active
# OVCAR-5: OVCAR-5 ovarian cancer; 82,000 tested, 2.9% active; AID 1794783
# PC-3: PC-3 prostate cancer cells; 80,000 tested, 3.9% active; AID 1794754
# KM12: KM12 colon cancer cells; AID 1794800; 82,000 tested, 5% active
# OVCAR-8: OVCAR-8 ovarian cancer | 81,000 tested, 4.4% active | AID 1794782
# HCC-2998: HCC-2998 colon cancer | 79,000 tested, 4.7% active
# SW-620: SW-620 colon cancer. 82,000 tested, 5.2% active
# An asterisk follows results filed as active; x = not tested or not shown; & = joins results of further samples. Rule for the calls: active = growth percent below 10; inactive = the rest.
No.	Molecule	DU-145	OVCAR-4	OVCAR-3	OVCAR-5	PC-3
1	COc1ccc2cc(Cn3cc[n+](Cc4ccc5ccccc5c4)c3)ccc2c1	52	8.8*	4.2*	46	19
2	COc1ccc(/C(=N/O)c2cc(OC)c(OC)c(OC)c2)c(OC)c1N	39	50	1.9*	72	19
3	COc1ccc(C(=O)c2cc(C)c(OC)c(C)c2)c(OC)c1OC(=O)C(Cl)Cl	4.4*	47	-4.5*	45	19
4	CCOC(=O)CCC(NC(=O)c1ccc(N)cc1)C(=O)OCC (stereo not drawn)	112	96	106	90	90
5	CC(=O)SCC(C)C1CCC(C)C(SC(C)=O)C1 (stereo not drawn)	102	117	100	99	92
6	COc1ccc(-n2nc(C)c3c2N(C)C2(C)C[C@@H]4C3(C)[C@@H]3CC4(C2)N(C)c2c(c(C)nn2-c2ccc(OC)cc2)[C@H]3C)cc1 (stereo partly drawn)	98	60	104	89	18
7	Cc1ccc(C(=O)N(C(C)C)C(C)C)cc1	104	108	103	94	99
8	COc1ccc(-c2cc(-c3cccnc3)nc3oc(C(=O)c4ccc(Cl)cc4)c(N)c23)cc1OC	111	106	111	107	66

No.	KM12	OVCAR-8	HCC-2998	SW-620
1	-23*	8.7*	27	44
2	24	41	73	17
3	8.1*	10	9.9*	20
4	106	105	105	107
5	98	106	104	x
6	57	84	82	39
7	100	101	104	97
8	101	98	102	107

# (continued)
No.	Molecule	DU-145	OVCAR-4	OVCAR-3	OVCAR-5	PC-3
9	Cc1ccc(Nc2cc(N)ncn2)cc1	111	x	108	95	103
10	COc1cc(OC)c2c(c1)O[C@@]1(OC)[C@H](c3ccccc3)C[C@H](O)[C@@]21O	109	105	114	95	89
11	CN1C(=O)C(C(=O)/C=C/c2ccc(Cl)cc2)C(=O)N(C)C1=O	99	103	104	112	92
12	CCC(c1ccc(Br)cc1)C(C(N)=O)c1ccc(OC)cc1 (stereo not drawn)	108	88	111	109	84
13	CCN1C2CCC1/C(=C\c1ccc(OC)cc1OC)C(=O)/C2=C/c1ccc(OC)cc1OC	88	75	75	73	62
14	COc1cccc2c1-c1ccccc1C2=O	18	57	-26*	66	28
15	COc1cc(NC(=O)CN2CCN(c3cc4c(cc3F)c(=O)c(C(=O)O)cn4C3CC3)CC2)cc(OC)c1OC	115	118	109	103	86
16	CC(=O)O[C@@H]1C[C@@]2(C)[C@@H](CC[C@]2(O)C(C)=O)[C@@H]2CC[C@@H]3[C@@H](Cl)C(=O)CC[C@]3(C)[C@H]21	101	104	102	99	90

No.	KM12	OVCAR-8	HCC-2998	SW-620
9	105	96	94	100
10	108	98	107	111
11	102	98	109	115
12	96	110	116	104
13	76	66	92	63
14	36	21	31	27
15	102	104	103	107
16	104	105	102	102

# Carrying on.
No.	Molecule	DU-145	OVCAR-4	OVCAR-3	OVCAR-5	PC-3
17	c1ccc(NP2(Nc3ccccc3)=NP(Nc3ccccc3)(Nc3ccccc3)=NP(Nc3ccccc3)(Nc3ccccc3)=N2)cc1	78	21	87	93	71
18	CCCCNS(=O)(=O)c1cccc(C(=O)Nc2ccccc2F)c1	107	102	108	108	92
19	Cc1cc(N(CCCNc2ccnc3cc(Cl)ccc23)Cc2ccco2)nc(Cl)n1	72	54	66	69	49
20	NC(=O)c1cc(Br)cc(C2CCCCC2)c1O	105	99	83	80	99
21	Clc1ccc(/C=N/N=c2\scc(-c3ccc(Br)cc3)n2/N=C/c2ccc(Cl)cc2)cc1	108	104	111	99	102
22	COc1cc(-c2nc3ccc(C)cc3n2CC(=O)Nc2nc3ccc(OC(F)(F)F)cc3s2)cc(OC)c1OC	98	81	104	94	103
23	CC(=O)OCCCC(CCCOC(C)=O)OC(C)=O	104	104	100	101	99
24	COc1cc(OC)c2c(=O)c3c([C@H]4c5c(OC)c(O)c6oc7cc(OC)cc(OC)c7c(=O)c6c5[C@@H]5C=C(C)CC(C)(C)[C@H]45)cc(OC)c(O)c3oc2c1	96	79	91	90	48

No.	KM12	OVCAR-8	HCC-2998	SW-620
17	79	61	80	81
18	108	95	90	101
19	66	41	75	66
20	106	79	105	108
21	104	67	101	102
22	93	98	100	93
23	99	98	102	106
24	76	84	108	95

# Other entries follow:
No.	Molecule	DU-145	OVCAR-4	OVCAR-3	OVCAR-5	PC-3
25	CN(C)c1ccc(/C=N/NC(N)=S)nc1	39	56	49	85	82
26	O=C(CCCCl)NNc1nccc(Nc2ccc(S(=O)(=O)Nc3ccncc3)cc2)n1	103	101	104	103	93
27	O=c1[nH]c(CNc2ccc(F)cc2)nc2sc3c(c12)CCCC3	116	101	112	99	100
28	Nc1cc(N)c2nc(-c3ccccc3)c(NCCc3ccc(Cl)c(Cl)c3)nc2c1	-99*	-85*	-91*	-77*	-90*
29	Cc1c(Cc2ccc(F)cc2)sc2nc(=O)c3cn(C)nc3n12	96	95	104	108	92
30	O=C1C=CC(=O)N1C1CCCCCCCCCCC1	88	89	53	100	87
31	COc1ccc(C(=O)/C=C/c2ccc(OCc3cccc(C(F)(F)F)c3)c(OC)c2)cc1OC	73	75	80	109	69
32	O=C(CSc1nc2ccc([N+](=O)[O-])cc2[nH]1)Nc1cccc(C(F)(F)F)c1	31	12	21	63	9.7*

No.	KM12	OVCAR-8	HCC-2998	SW-620
25	64	44	62	58
26	101	106	103	113
27	104	95	132	108
28	-83*	-91*	-95*	-87*
29	96	103	105	110
30	104	86	106	-27*
31	72	67	105	59
32	17	14	31	28

# New compounds follow:
No.	Molecule	DU-145	OVCAR-4	OVCAR-3	OVCAR-5	PC-3
33	CCCCCCCCc1ccc(CCC(N)(CO)CO)cc1	3.1*	x	-48*	57	37
34	NC(=O)c1ccc2nc3c(n2c1)C(=O)C(=O)c1ccccc1-3	-96*	-97*	-99*	-86*	-48*
35	Clc1ccc(Cl)c(Cc2cc(Cl)ccc2Cl)c1	93	94	107	99	98
36	CCCCSc1nc(C(=O)O)cc(=O)[nH]1	115	106	111	98	104
37	Nc1ccc(C2=NN(c3ccccc3)C(c3ccc(Cl)cc3)C2)cc1 (stereo not drawn)	82	97	52	84	81
38	S=C(NCCc1ccccc1)Nc1ccc(OCc2nc3ccccc3[nH]2)cc1	110	108	112	105	105
39	CCCCC(O)(CC(=O)OCC)c1ccccc1 (stereo not drawn)	108	98	115	101	107
40	Clc1cccc(-c2cnn3cc(-c4ccccc4)cnc23)c1	93	84	96	87	83

No.	KM12	OVCAR-8	HCC-2998	SW-620
33	-67*	-69*	-86*	-84*
34	-50*	-61*	-84*	-50*
35	83	95	105	97
36	109	99	93	107
37	18	82	77	41
38	103	102	114	107
39	104	106	110	108
40	64	89	105	80

# Going on with the list:
No.	Molecule	DU-145	OVCAR-4	OVCAR-3	OVCAR-5	PC-3
41	FC(F)(F)c1ccc2c(c1)N(CCCN1CCN(C3CC3)CC1)c1ccccc1S2	2.2*	74	25	90	48
42	Cc1ccc(S(=O)(=O)NC(CC(=O)OCc2ccccc2)C(=O)OCc2ccccc2)cc1 (stereo not drawn)	110	96	113	101	93
43	COc1nc(N)c(NS(=O)(=O)c2ccc(C(C)=O)cc2)c(=O)n1C	99	100	98	101	100
44	Cc1nn(-c2ccc(Cl)cc2)c(=O)n1CCn1nnc(-c2ccn(-c3ccc(Cl)cc3)n2)n1	82	100	93	87	51
45	O=C(CCCCCCCC(=O)N1CCCCCC1)N1CCCCCC1	105&107	72&98	107&108	99&109	87&95
46	O=C(Cn1c2ccccc2c2ccncc21)N/N=C/c1ccncc1	107	107	106	112	107
47	COc1ccc(CCN2CCN(c3cccc(Cl)c3)CC2)cc1OC	104	99	96	106	95
48	Nc1c(C(=O)Nc2ccc(Br)cc2)sc2nc3c(cc12)C(=O)CCC3	113	113	113	104	94

No.	KM12	OVCAR-8	HCC-2998	SW-620
41	60	47	x	39
42	103	95	110	102
43	96	103	106	94
44	82	67	75	x
45	101&103	104&93	101&101	104&95
46	104	88	98	104
47	102	90	105	105
48	109	105	94	106

# Other results follow:
No.	Molecule	DU-145	OVCAR-4	OVCAR-3	OVCAR-5	PC-3
49	O=C(CC1(O)C(=O)Nc2ccc(Br)cc21)c1ccccc1 (stereo not drawn)	111	102	113	107	90
50	CC(=O)Nc1c(C)n(C)n(-c2ccccc2)c1=O	122	118	116	109	107
51	O=C(Nc1nn(-c2ccc(F)cc2F)nc1-c1ccccc1)c1ccccc1	101	107	94	82	90
52	O=C1c2ccccc2N=C(N/N=C/c2ccccc2)[C@@H]2CCCN12	103	89	108	103	95
53	CC1=CC(=Nc2cc(Br)c(O)c(Br)c2)C=CC1=O	118	116	97	106	86
54	CC(C)(O)CCCCOc1ccccc1	110	116	109	111	92
55	O=S1(=O)CCCc2c1nnn2-c1ccc(F)cc1	114	114	111	103	100
56	N/C(=N\c1sc(-c2ccccc2)nc1-c1ccccc1)c1ccccc1	95	79	89	93	64

No.	KM12	OVCAR-8	HCC-2998	SW-620
49	104	101	102	103
50	114	101	76	110
51	105	99	99	90
52	103	97	107	101
53	103	110	105	139
54	103	102	98	110
55	105	98	107	100
56	54	91	92	91

# In the list so far, 13 contain a Cl atom:
No.	Molecule	DU-145	OVCAR-4	OVCAR-3	OVCAR-5	PC-3
3	COc1ccc(C(=O)c2cc(C)c(OC)c(C)c2)c(OC)c1OC(=O)C(Cl)Cl	4.4*	47	-4.5*	45	19
8	COc1ccc(-c2cc(-c3cccnc3)nc3oc(C(=O)c4ccc(Cl)cc4)c(N)c23)cc1OC	111	106	111	107	66
11	CN1C(=O)C(C(=O)/C=C/c2ccc(Cl)cc2)C(=O)N(C)C1=O	99	103	104	112	92
16	CC(=O)O[C@@H]1C[C@@]2(C)[C@@H](CC[C@]2(O)C(C)=O)[C@@H]2CC[C@@H]3[C@@H](Cl)C(=O)CC[C@]3(C)[C@H]21	101	104	102	99	90
19	Cc1cc(N(CCCNc2ccnc3cc(Cl)ccc23)Cc2ccco2)nc(Cl)n1	72	54	66	69	49
21	Clc1ccc(/C=N/N=c2\scc(-c3ccc(Br)cc3)n2/N=C/c2ccc(Cl)cc2)cc1	108	104	111	99	102
26	O=C(CCCCl)NNc1nccc(Nc2ccc(S(=O)(=O)Nc3ccncc3)cc2)n1	103	101	104	103	93
28	Nc1cc(N)c2nc(-c3ccccc3)c(NCCc3ccc(Cl)c(Cl)c3)nc2c1	-99*	-85*	-91*	-77*	-90*
35	Clc1ccc(Cl)c(Cc2cc(Cl)ccc2Cl)c1	93	94	107	99	98
37	Nc1ccc(C2=NN(c3ccccc3)C(c3ccc(Cl)cc3)C2)cc1 (stereo not drawn)	82	97	52	84	81

No.	KM12	OVCAR-8	HCC-2998	SW-620
3	8.1*	10	9.9*	20
8	101	98	102	107
11	102	98	109	115
16	104	105	102	102
19	66	41	75	66
21	104	67	101	102
26	101	106	103	113
28	-83*	-91*	-95*	-87*
35	83	95	105	97
37	18	82	77	41

No.	Molecule	DU-145	OVCAR-4	OVCAR-3	OVCAR-5	PC-3
40	Clc1cccc(-c2cnn3cc(-c4ccccc4)cnc23)c1	93	84	96	87	83
44	Cc1nn(-c2ccc(Cl)cc2)c(=O)n1CCn1nnc(-c2ccn(-c3ccc(Cl)cc3)n2)n1	82	100	93	87	51
47	COc1ccc(CCN2CCN(c3cccc(Cl)c3)CC2)cc1OC	104	99	96	106	95

No.	KM12	OVCAR-8	HCC-2998	SW-620
40	64	89	105	80
44	82	67	75	x
47	102	90	105	105
